Screening results deposited in PubChem BioAssay by National Center for Advancing Translational Sciences (NCATS).
MBNL1 CUG block: qHTS Assay for Inhibitors of MBNL1-poly(CUG) RNA binding; TR-FRET MBNL1-His/biotin-(CUG)12 binding, 665/545 ratio; Potency, µM (doses to about 57.5 µM), without a hit: at the highest dose activity change, negative = inhibition, actives largely listed as inhibitors; hit rate 0.036% among 280,000; AID 2675, 2010; active = well fitted inhibition curve with a large enough effect in the signal ratio, with a control signal flat, not every such curve was filed as active; inconclusive = small, poorly fitted or top-dose-only effect, or effect the other way, or a change in a side signal; inactive = no such curve, though single readings can be large or run the other way; the % refers to the signal ratio; also: potency is read from the fitted curve at half-maximal effect; % is scaled to controls: 0 for no effect and ±100 for the full control effect
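MBNL1-His + Biotin-(CUG)12, cpd titration 92 nM–58 uM; Tb anti-His Ab 0.055 ng/ul, SA-XL665 5 nM (final); 60 min RT; ratiometric 665/545 nm, Ex 340 nm; normalized to buffer and full-complex controls.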
Chronic BCR inh: qHTS Assay to Find Inhibitors of Chronic Active B-Cell Receptor Signaling; Potency, µM (titrated, usually from 46.1 µM), for the others: at the highest dose ratio change, negative = lower green/red ratio, actives largely listed as inhibitors; AID 493014, 2011; hit rate 0.05% among 340,000; ABC-DLBCL IkBa-CBG/CBR reporter, luminescence ratio, 4 h; active = well fitted inhibition curve with a large enough effect in the signal ratio, with a control signal flat, not every such curve was filed as active; inconclusive = small, poorly fitted or top-dose-only effect, or effect the other way, or a change in a side signal; the % refers to the signal ratio;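 also: potency is read from the fitted curve at half-maximal effect; plate controls were basal doxycycline-induced cells for no effect and cells given 10 µM MG132 for full effect; MG132 reads +100%, hits lower the ratio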
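TMD8 ABC-DLBCL cells carrying doxycycline-inducible green luciferase fused to IkappaBalpha plus unfused red luciferase were exposed to compounds (up to 46 uM) for 4 hrs at 37C. Activity came from the overlap-corrected green/red luminescence ratio.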
hERG WT inh: qHTS for Inhibitors of KCHN2 3.1: Wildtype qHTS; AID 720551, 2013; hit rate 0.37% among 340,000; U2OS, BacMam KCNH2, thallium flux FluxOr; active compounds read low; activity change, % at 1.84 µM; Voltage-gated inwardly rectifying potassium channel KCNH2 (Homo sapiens), Q12809;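 active = maximum activity change below -70%; inconclusive = maximum activity change between -70% and -50%; inactive = maximum activity change above -50%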; also: % is scaled to controls: 0 for no effect and ±100 for the full control effect
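U2OS cells were transduced with wild-type KCNH2 virus (2.03 x 10^8 / mL) for 4 h at room temperature, then cultured overnight at 37 C. Thallium flux was read with FluxOr dye. Rate constants were normalized to DMSO controls.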
GALK inhibitor: qHTS Assay for Inhibitors of Human Galactokinase (GALK); hit rate 0.007% among 270,000; Purified GALK, Kinase-Glo residual ATP luminescence; Potency, µM (series often up to 57.5 µM), inactives show at the highest dose activity change, negative = inhibition, most hits filed as inhibitors; also: potency is read from the fitted curve at half-maximal effect; % is scaled to controls: 0 for no effect and ±100 for the full control effect
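Human GALK (5 nM) with 35 uM ATP and 100 uM galactose in 20 mM HEPES pH 8.0, 5 mM MgCl2, 60 mM NaCl, 1 mM DTT, 0.01% BSA. After 1 h at room temperature, leftover ATP was read by Kinase-Glo Plus luminescence.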
ASM inhibitor: Inhibitors of Secretory Acid Sphingomyelinase (S-ASM): qHTS; Sphingomyelin phosphodiesterase (Homo sapiens), P17405; placental ASM, HMU-PC fluorogenic substrate, 60 min; Potency, µM (highest dose often 57.5 µM), without a hit: top-dose activity change, negative = inhibition, hits mostly inhibitors; hit rate 0.006% among 340,000; AID 504937, 2011; also: potency is read from the fitted curve at half-maximal effect
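Fluorogenic HMU-PC substrate (9 uM final) is turned over by placental ASM in 60 min at 37 C after a 10 min compound preincubation. Reaction ended by alkaline stop (pH 10), with fluorescence read at 386/447 nm.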
USP2a inh: qHTS Assay for Inhibitors of Ubiquitin-specific Protease USP2a Using CHOP2 as the Reporter; USP2 core, Ub-CHOP2 coupled fluorogenic reporter, 485/531; Ubiquitin carboxyl-terminal hydrolase 2 (Homo sapiens), O75604; Potency, µM (titrated, usually from 38.3 µM), for the others: top-dose activity change, negative = inhibition, actives largely listed as inhibitors; hit rate 0.01% among 330,000;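 also: potency is read from the fitted curve at half-maximal effect; plate controls were DMSO wells for no effect and full inhibition by NEM control for full effect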
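Cell-free coupled assay: 10nM USP2 core preincubated 30min RT with compound in Tris-HCl pH 8.0/CaCl2/CHAPS buffer, then 25nM Ub-CHOP2 and 25nM reporter substrate; fluorescence (Ex 485/Em 531) read after 60min RT, normalized to NEM inhibition, concentration-response curves fitted.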
Eya2 inh: qHTS Assay for Inhibitors of the Phosphatase Activity of Eya2. Protein phosphatase EYA2 (Homo sapiens), O00167. recombinant Eya2, OMFP fluorescence dephosphorylation (OMFP is methylfluorescein phosphate). Potency, µM (titrated, usually from 76.9 µM), inactives show at the highest dose activity, negative = inhibition, hits mostly inhibitors. hit rate 0.006% among 330,000; also: potency is read from the fitted curve at half-maximal effect; % is scaled to controls: 0 for no effect and ±100 for the full control effect
Target sequence (O00167 whole entry, looked up): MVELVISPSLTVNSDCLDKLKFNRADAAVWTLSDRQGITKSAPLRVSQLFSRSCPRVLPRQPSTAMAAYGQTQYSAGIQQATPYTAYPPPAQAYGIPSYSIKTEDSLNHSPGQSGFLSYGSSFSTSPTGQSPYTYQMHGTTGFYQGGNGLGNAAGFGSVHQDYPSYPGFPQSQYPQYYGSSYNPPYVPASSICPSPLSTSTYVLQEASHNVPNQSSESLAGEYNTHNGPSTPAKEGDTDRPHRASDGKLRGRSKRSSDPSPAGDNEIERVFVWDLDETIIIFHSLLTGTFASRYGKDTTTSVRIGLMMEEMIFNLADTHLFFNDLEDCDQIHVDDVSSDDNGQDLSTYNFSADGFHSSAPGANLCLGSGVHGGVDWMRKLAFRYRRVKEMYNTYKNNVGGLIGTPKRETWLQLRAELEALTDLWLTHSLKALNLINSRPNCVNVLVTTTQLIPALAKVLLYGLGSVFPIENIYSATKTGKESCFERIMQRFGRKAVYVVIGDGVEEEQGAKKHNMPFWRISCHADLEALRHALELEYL
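Eya2 (0.2 uM) preincubated 10 min at ambient with compound, then OMFP substrate added at 50 uM; 10 min reaction in 50 mM HEPES pH 7.5, 50 mM NaCl, 5 uM MgCl2, 0.05% BSA, 1 mM DTT. Fluorescence read at Ex 485/Em 525 nm.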
TSHR antagonist: Antagonists of the Thyroid Stimulating Hormone Receptor: HTS campaign | hit rate 0.2% among 330,000 | Thyrotropin receptor (Homo sapiens), P16473 | TSHR-expressing cells, TSH-stimulated cAMP HTRF, 2 h; active compounds read low | activity change, negative = inhibition, % at 11.5 µM;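 active = activity change below a set negative limit, meaning inhibition stronger than a set level, cut at about -70% in these data; inconclusive = activity change between two set negative limits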; also: % is scaled to controls: 0 for no effect and ±100 for the full control effect
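Competitive HTRF cAMP read-out (cryptate anti-cAMP antibody, cAMP-d2; 30 min, room temperature) in freshly harvested TSHR cells. Compounds added before TSH at EC80 (4nM final), followed by 2 hours' incubation at 37 deg C.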
PKM2 act: qHTS Assay for Activators of Human Muscle isoform 2 Pyruvate Kinase. Pyruvate kinase PKM (Homo sapiens), P14618. purified PKM2, Kinase-Glo ATP luminescence, activation; response scale: 0% is enzyme alone, no compound. Potency, µM (series often up to 57.5 µM), for the others: top-dose activation, usual class: activators. hit rate 0.34% among 260,000; also: potency is read from the fitted curve at half-maximal effect; % is scaled to controls: 0 for no effect and ±100 for the full control effect; nearly all actives have a fitted effect of over 55% in size
Target sequence (P14618 whole entry, looked up, canonical isoform): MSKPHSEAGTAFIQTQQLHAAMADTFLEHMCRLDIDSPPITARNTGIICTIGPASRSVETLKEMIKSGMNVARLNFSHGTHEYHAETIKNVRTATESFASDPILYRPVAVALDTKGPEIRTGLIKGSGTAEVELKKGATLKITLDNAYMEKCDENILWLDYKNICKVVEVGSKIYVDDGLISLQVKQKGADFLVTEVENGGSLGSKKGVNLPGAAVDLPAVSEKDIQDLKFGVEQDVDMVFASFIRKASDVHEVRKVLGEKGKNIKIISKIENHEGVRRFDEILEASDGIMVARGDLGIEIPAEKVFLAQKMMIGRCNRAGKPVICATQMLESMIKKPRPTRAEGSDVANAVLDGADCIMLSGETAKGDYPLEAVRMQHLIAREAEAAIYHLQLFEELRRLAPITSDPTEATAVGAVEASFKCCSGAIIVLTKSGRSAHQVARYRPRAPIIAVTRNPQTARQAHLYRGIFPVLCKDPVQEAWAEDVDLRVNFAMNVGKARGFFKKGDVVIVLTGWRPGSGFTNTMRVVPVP
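Kinase-Glo luminescence reports ATP generated from ADP (0.1 mM) and PEP (0.5 mM) by purified hPK-M2 after 1 h at room temperature, pH 7.2 imidazole buffer; intermediate enzyme activity allows detecting inhibitors and activators.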
Menin-MLL TR inh: qHTS Assay for Inhibitors Targeting the Menin-MLL Interaction in MLL Related Leukemias: Competition With Texas Red Labeled MLL-derived Mutant Peptide; hit rate 0.23% among 270,000; AID 1768, 2009; Potency, µM (highest dose often 61.6 µM), without a hit: at the top dose FP activity change, negative = inhibition, actives largely listed as inhibitors; Menin + Texas Red MLL mutant peptide, fluorescence polarization; active = well fitted inhibition curve with a large enough effect in the polarisation, with a control signal flat, not every such curve was filed as active; inconclusive = small, poorly fitted or top-dose-only effect, or effect the other way, or a change in a side signal; inactive = no such curve, though single readings can be large or run the other way; the % refers to the polarisation; also: potency is read from the fitted curve at half-maximal effect; % of control where 0% means no effect; many of its hits are not listed in these tables
Mito fusion yeast: qHTS Assay for Small Molecule Inhibitors of Mitochondrial Division or Activators of Mitochondrial Fusion | S. cerevisiae fusion-defective mutant growth rescue, CellTiterGlo 48 h | Potency, µM (doses to about 46.1 µM), inactives show at the top dose growth rescue (activation), usual class: activators | hit rate 0.23% among 320,000;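 also: potency is read from the fitted curve at half-maximal effect; % of control where 0% means no effect; nearly all actives have a fitted effect of over 45% in size; temperature-sensitive fusion mutants such as fzo1-1 at 37 °C on non-fermentable ethanol glycerol medium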
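Luminescent cell viability in 1536-well qHTS format served as the measure of rescued growth in ts fusion-mutant S. cerevisiae cultured on non-fermentable YPEG for 48 hours at 37C.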
* hit, by the source's call; ? = inconclusive; / = not tested or not shown; [ ] = another dose, or the depositor's remark. Unless noted, calls follow the shape of the dose curve; as a rule, active = well fitted curve in the direction sought with a large enough effect; inconclusive = small, poorly fitted or top-dose-only effect, or another doubt; inactive = no such curve, though single readings can be large; an effect the other way counts as inactive or inconclusive.

SMILES	MBNL1 CUG block	Chronic BCR inh	hERG WT inh	GALK inhibitor	ASM inhibitor	USP2a inh	Eya2 inh	TSHR antagonist	PKM2 act	Menin-MLL TR inh	Mito fusion yeast
COc1ccc(NC(=O)CC2C(=O)N(c3cccc(C)c3)C(=O)N2C2CCCCC2)cc1 (stereo not drawn)	-4.6%	-9.1%	-2.5	-0.1%	-0.9%	-8.5%	-5.8%	13.2	0.2%	/	4.0%
CS(=O)(=O)Nc1ccc(S(=O)(=O)NC2CCCCC2)cc1	-1.2%	?	5.0	1.0%	0.3%	0.8%	0.1%	5.6	-6.9%	-0.5%	1.8%
COc1ccc(-c2cn(-c3ccc(C)cc3C)c(=S)[nH]2)cc1OC	-3.3%	?	1.1	-1.5%	-3.5%	-11.9%	5.1%	17.9	/	2.6%	3.0%
CCOc1ccc(OCC)c(S(=O)(=O)N2CCCCC2)c1	-2.6%	3.3%	-0.4	2.4%	2.7%	-1.8%	-2.8%	-8.2	-7.0%	0.8%	1.1%
Oc1cccc(NC(=S)Nc2cccnc2)c1	-0.5%	-4.6%	-2.2	2.1%	-1.2%	0.1%	-6.5%	20.7	-19.5%	-6.5%	0.8%
COc1ccc(C2=NOC3(CC(=O)N(c4ccc(C)cc4)C3=O)C2)cc1 (stereo not drawn)	8.1%	?	10.2	2.1%	-2.8%	-10.4%	1.2%	31.8	3.7%	-4.9%	-2.9%
CCN(CC)S(=O)(=O)c1ccc(C(=O)NCc2n[nH]c(=S)n2-c2ccc(Cl)c(Cl)c2)cc1	-12.2%	?	10.0	-1.1%	-6.6%	1.2%	-6.8%	19.8	10.0%	?	14.7%
COc1cccc(C(=O)Nc2ccc3nc4n(c(=O)c3c2)CCCC4)c1	-1.9%	?	-6.1	/	-1.6%	3.5%	-26.1%	-1.6	/	-12.6%	-3.4%
CCn1cc(/C=C/C(=O)c2ccc(O)cc2)c(C)n1	?	?	13.5	0.9%	-5.2%	1.9%	2.7%	-5.9	-3.2%	22.8%	-10.4%
Cc1ccc(S(=O)(=O)NCC(c2cccnc2)N2CCN(Cc3ccccc3)CC2)cc1 (stereo not drawn)	-2.5%	1.0%	20.9	-2.0%	1.5%	0.7%	-5.2%	7.9	2.2%	/	1.4%
C=CCn1c(=O)c(C(=O)Nc2cccnc2)c(O)c2ccccc21	2.8%	?	-9.0	-3.7%	-1.1%	0.0%	-0.2%	-10.1	0.1%	?	-3.5%
CC(C)CC1Nc2ncnc(N3CCOCC3)c2N(Cc2ccccc2)C1=O (stereo not drawn)	/	0.0%	-5.7	/	1.9%	0.6%	6.8%	1.7	/	/	/
CN(CC(=O)Nc1ccccc1Cl)C(=O)COC(=O)/C=C/c1ccccc1	/	4.2%	21.0	/	0.6%	3.3%	18.0%	-2.9	/	/	4.7%
COc1cc(C(=O)OCC(=O)Nc2cccc(S(=O)(=O)N3CCOCC3)c2)ccc1OCC(C)C	/	2.0%	25.3	/	-10.2%	-0.1%	-2.2%	-7.7	/	/	1.1%
CCCNc1c(F)c(F)c2c(C)c3ccccc3nc2c1F	20.5%	5.3%	-2.6	-6.2%	-0.1%	17.0%	10.1%	-7.5	3.3%	?	3.9%
COc1cc(OC)cc(C(=O)NCCSC2CCCCC2)c1	-3.4%	-1.4%	-1.8	1.3%	2.0%	0.6%	-9.3%	-9.8	2.4%	-0.7%	-1.1%
N#Cc1ccc(C(=O)N(Cc2ccco2)c2c(N)n(Cc3ccccc3)c(=O)[nH]c2=O)cc1	/	0.8%	-16.4	/	7.7%	0.9%	-5.3%	0.6	/	/	1.0%
COCCSc1nnc(NC(=O)CSc2ccccc2)s1	2.7%	0.0%	-9.1	1.8%	-1.3%	0.4%	3.5%	4.6	14.5%	-13.3%	-1.1%
C[C@@H](NCCc1ccc(O)cc1)[C@@H](O)c1ccc(O)cc1	/	/	6.4	/	1.1%	/	2.9%	12.6	/	-5.1%	8.5%
O=C(Cc1ccccc1)NN1C(=O)/C(=C/c2ccccc2C(=O)O)SC1=S	?	2.5%	-5.1	-4.7%	-1.6%	9.0%	14.7%	21.1	6.2%	35.6%[activator]	-4.5%
CCc1ccc(N2CC(C(=O)Nc3ccc(S(=O)(=O)N4CCCCC4)cc3)CC2=O)cc1 (stereo not drawn)	10.2%	0.4%	3.0	5.9%	-21.8%	-6.6%	-19.4%	18.9	-2.3%	23.9%	1.6%
CC(=O)N/C(=N/c1nc(C)cc(C)n1)Nc1ccc(NC(C)=O)cc1	-2.6%	2.8%	-12.2	-0.9%	2.8%	2.0%	-22.1%	0.8	-6.6%	-3.4%	0.0%
CCc1noc(C)c1C(=O)OCC(=O)NCc1ccccc1	/	1.9%	-5.3	/	4.7%	7.1%	2.1%	2.4	/	/	0.8%
COc1ccccc1C(c1nnnn1C(C)(C)C)N1CCN(Cc2ccccc2)CC1 (stereo not drawn)	-9.6%	-5.7%	1.7	-1.6%	5.8%	2.7%	-5.5%	3.4	-21.3%	1.5%	1.1%
CCOC(=O)C1CCN(C(c2cc3ccc(C)c(C)c3[nH]c2=O)c2nnnn2C2CCCCC2)CC1 (stereo not drawn)	9.9%	0.2%	-1.5	2.9%	-1.5%	-1.0%	25.7%	-4.5	-7.1%	-14.2%	-21.1%
Cc1c(NC(=O)c2noc(C(C)C)c2[N+](=O)[O-])c(=O)n(-c2ccccc2)n1C	?	?	3.0	3.9%	4.4%	4.7%	9.5%	10.3	7.7%	0.5%	-1.0%
CC(SCc1cn2cc(Cl)ccc2n1)C(=O)O (stereo not drawn)	-14.9%	3.4%	23.2	-1.4%	8.0%	0.9%	-16.0%	-5.4	2.5%	-6.9%	-1.4%

Of the compounds above, three have a Cl atom.
SMILES	MBNL1 CUG block	Chronic BCR inh	hERG WT inh	GALK inhibitor	ASM inhibitor	USP2a inh	Eya2 inh	TSHR antagonist	PKM2 act	Menin-MLL TR inh	Mito fusion yeast
CCN(CC)S(=O)(=O)c1ccc(C(=O)NCc2n[nH]c(=S)n2-c2ccc(Cl)c(Cl)c2)cc1	-12.2%	?	10.0	-1.1%	-6.6%	1.2%	-6.8%	19.8	10.0%	?	14.7%
CN(CC(=O)Nc1ccccc1Cl)C(=O)COC(=O)/C=C/c1ccccc1	/	4.2%	21.0	/	0.6%	3.3%	18.0%	-2.9	/	/	4.7%
CC(SCc1cn2cc(Cl)ccc2n1)C(=O)O (stereo not drawn)	-14.9%	3.4%	23.2	-1.4%	8.0%	0.9%	-16.0%	-5.4	2.5%	-6.9%	-1.4%

A portion of the library (hit frequency here may not be typical).
